Compound activity deposited in PubChem BioAssay by several laboratories.
RT RNaseH block – inhibitors of HIV-1 reverse transcriptase RNase H | 1.9% of 65,000 active | inhibition, % at 10 µM | RT-RNase H RNA/DNA duplex cleavage, fluorescence | P04585 | AID 565; in the data active = inhibition above about 50%
RmlCD inh mix – inhibitors of RmlC and RmlD coupled enzymes; inhibition, % at 5.5 µM; 0.39% of 110,000 active; AID 1532; RmlC/RmlD coupled enzyme inhibition, 384-well mixture HTS; in the data active = inhibition above about 30%, passing the limit was not always enough; note: strong numbers were not always called active
Active calls of the source: *; i = inactive; . = no result given; & = joins results of further samples. Not all compounds are listed; count on the stated rates, not on these rows.

smiles	RmlCD inh mix	RT RNaseH block
C=CCOc1cccc(C2/C(=C(/O)c3ccc(F)cc3)C(=O)C(=O)N2CCN2CCOCC2)c1 (centres undefined)	-251	-7
COC(=O)c1ccc(NC(=O)CCN2CCCCC2)cc1	-9&16	-10
Cc1sc(NC(=O)C(C)C)c(C(=O)Nc2ccccc2)c1C	-7	.
COc1cc(C2C(C#N)=C(N)N(Nc3ccccc3)C3=C2C(=O)CC(C)(C)C3)ccc1OCc1cccc(F)c1 (centres undefined)	-14	.
Cc1ccc(S(=O)(=O)C2(C(=O)Nc3cccc(F)c3)CC2)cc1	-7	-8
COc1ccc(N2CCN(C(=O)CSc3nnc4n3C(C)(C)Cc3ccccc3-4)CC2)cc1	-10	9
COc1ccc(NC(=S)N/N=C2/CCCc3c(C)cc(C)cc32)cc1	-8	.
CCOc1ccc(OCC)c(-c2c(=O)n(OCc3ccccc3Br)c3ccccc3[n+]2[O-])c1	-8	.
Cc1cc(-n2ccnc2)n2c(nc3ccccc32)c1C#N	6	.
O=C(Nc1nccs1)c1ccc(COc2ccccc2Br)o1	-4	-20
CCCCc1ccc(-c2ccc(Br)cc2)nc1	-8	.
CC1CC(C)CN(c2nc3c(c(=O)n(C)c(=O)n3C)n2CCSc2nc3ccccc3o2)C1 (centres undefined)	.	-3
C#CCO[C@@H]1C[C@H](n2ccc(NC(=O)c3ccccc3)nc2=O)O[C@@H]1CO	7	.
Cc1cccc(OCC(=O)OC2CCN(C)CC2)c1	38	.
C#CCCOC(=O)N1C2=NC(C(=O)OC)=C(C(=O)OC)[C@@H]3N(C)c4ccccc4[C@]23C[C@H]1C(=O)OC	5	.
Cc1cc(OCC(F)(F)C(F)(F)C(F)(F)C(F)(F)C(F)(F)C(F)F)nc(N)n1	4	.
Cc1cc(C)c(-c2noc(C(=O)OC(C)(C)C)c2C(=O)OC(C)(C)C)c(C)c1	-7	.
CCSCCOC(=O)C1=C(C)NC2=C(C(=O)CCC2)C1c1coc2ccccc2c1=O (centres undefined)	1	1
CCOc1ccc(NC(=O)C(C)SC(N)=O)cc1 (centres undefined)	-8	-2
CC1=NN(c2ccccc2)C(=O)C1/C=C1/C(=O)NC(=O)N(c2cccc(C)c2)C1=O (centres undefined)	-4	.
Cc1ccsc1/C=C/c1ccc2cccc(O)c2n1	4	.
Cc1cc(SCC(=O)N/N=C/c2ccc(O)c(O)c2O)c(C)cc1Br	4	.
CCCC(=O)NC(C)c1nc2ccccc2n1C(C)C (centres undefined)	-10	-13
CCOC(=O)C1CCCN(c2cc(=O)n(-c3ccccc3Cl)c(=O)[nH]2)C1 (centres undefined)	-16	-1
COCCn1c(C)cc(C2=NNC(=Nc3ccc(F)cc3)SC2)c1C	7	.
CCOC(=O)C1=C(C)NC(=O)C(C(N)=O)C12CCCCC2 (centres undefined)	-1	0
C#CCNC(=O)C1=C[C@H](c2ccc(C(F)(F)F)cc2)C[C@H](OCc2ccc(CO)cc2)O1	-6	.
COc1ccc(S(=O)(=O)Nc2ccc(N(C)C(C)=O)cc2)cc1	8	.
CCOC(=O)c1cc2ccc3ccccc3c2s1	2	.
O=C(Cc1ccccc1)Nc1nc(=O)c2ccccc2s1	-16	.
Cc1ccc2nc(-c3ccc4c(c3)OCCO4)cc(C(=O)O)c2c1	124	2
CCSc1n[nH]c(=O)[nH]c1=O	2	-6
CCOC(=O)c1sc2nc(SCC#N)n(CCCN3CCCC3=O)c(=O)c2c1C	-3	-19
COc1ccc(-c2cc(C(F)(F)F)nc(S(=O)(=O)CCC(=O)N3CCOCC3)n2)cc1	-2	-1
COc1cc(C(=O)NCCCN2CCCC2=O)cc(OC)c1OC	-4	.
Cn1c(=O)cc(OCCCC(=O)NCCCN2CCN(Cc3ccccc3)CC2)c2ccccc21	-123	-8
CCOc1ccccc1NC(=O)N1CCC(n2nnc3cc(C)ccc32)CC1	9	-24
Cc1c(-c2cccs2)[n+](=O)c2c(n1[O-])CCCCC2	-19	-7
NC(=O)C1CCN(C(=O)CCCCCn2c(=O)[nH]c3ccsc3c2=O)CC1	4	-15
COc1ccc(CN2CCCC2C(=O)Nc2ccc(OC)c(OC)c2)cc1OC (centres undefined)	-9	-9
CC1CN(C(=O)c2ccncc2)CC(C)O1 (centres undefined)	3	6
c1cn2cc(-c3ccc4c(c3)OCO4)nc2s1	-18	43
O=C1NC(c2cn(-c3ccccc3)nc2-c2cccs2)C(C(=O)c2cccnc2)C(O)(C(F)(F)F)N1 (centres undefined)	14	.
Cc1ccc(C(=O)NNC(=O)C2CCN(Cc3ccc(Cl)c(Cl)c3)CC2)cc1	8	.
Cc1ccccc1NC(=O)/C=C/c1cccc(C(F)(F)F)c1	-12	.
O=C(NC1CCCCCCC1)c1ccc(S(=O)(=O)N2CCCC2)cc1	2	.
CCOC(=O)c1oc2ccc(OC)cc2c1NC(=O)CN1CCN(C)CC1	15	.
O=C(NNS(=O)(=O)c1ccc([N+](=O)[O-])cc1)c1cnn(-c2ccccc2)c1-n1cccc1	7	.
CCn1c(SCC(=O)Nc2nc3ccccc3s2)nnc1-c1ccc(Br)cc1	-15	.
CC1CCN(S(=O)(=O)c2cccc(C(=O)NCc3ccco3)c2)CC1	-8	.
CCCc1cc(=O)n2[nH]c(-c3ccco3)nc2n1	5	.
CN1CCN(CC(O)COc2ccc(OCC(O)CN3CCN(C)CC3)cc2)CC1 (centres undefined)	4	2
CS(=O)(=O)N(CC(=O)NCCSCc1c(F)cccc1Cl)c1ccc2c(c1)OCO2	12	-44
CCOC(=O)CCc1c(C)n(CC)c2cc(-c3ccccc3OC)nn2c1=O	-17	1
Cc1cc(NC(=O)CSc2nnc(-c3cccnc3)n2C2CCCCC2C)no1 (centres undefined)	6	.
COc1ccc(Cl)cc1NC(=O)CSc1nnc(-c2ccncc2)n1CC1CCCO1 (centres undefined)	10	-6
Cc1ccn(S(=O)(=O)c2ccc(C(C)(C)C)cc2)n1	-13	-65
O=C(NC12CC3CC(CC(C3)C1)C2)c1cncc(O)c1	-6	-4
COCCn1nnnc1C(c1cc2c(C)cc(C)cc2[nH]c1=O)N1CCCCCC1 (centres undefined)	8	-3
COc1ccc2nc(NCCO)[nH]c2c1	7	0

In another format: two of the compounds above
The line under a structure holds: RmlCD inh mix, RT RNaseH block
> CS(=O)(=O)N(CC(=O)NCCSCc1c(F)cccc1Cl)c1ccc2c(c1)OCO2
 : 12, -44
> CCOC(=O)CCc1c(C)n(CC)c2cc(-c3ccccc3OC)nn2c1=O
 : -17, 1

Additional results
smiles	RmlCD inh mix	RT RNaseH block
CSCC[C@H](NC(=O)OC(C)(C)C)c1nnc(SCc2cccc(F)c2)o1	8	5
CCN(CC)S(=O)(=O)c1cccc(C(=O)Nc2cccc(C)c2)c1	-12	.
CC(=O)C1=C(C)NC(=O)NC1c1ccccc1OCC(=O)NCCc1ccccc1 (centres undefined)	1	.
O=C(Oc1cccc2cccnc12)c1ccco1	-8	.
Cc1ccccc1NC(=S)NCc1ccc2c(c1)cc(C)n2C	-9	.
O=C(Cc1sc(-c2ccccc2)nc1-c1ccccc1)Nc1ccc(Cl)cc1	-12	.
Cc1nc2cc(C(F)(F)F)ccc2n1C1CCN(Cc2nnnn2Cc2ccc3c(c2)OCO3)CC1	4	-32
O=C(Nc1ccccc1-c1nnn(CC(=O)N2CCCc3ccccc32)n1)c1ccco1	2	-8
c1ccc(-c2nnc(SCc3nc4ccccc4[nH]3)n2Cc2ccco2)cc1	-9	.
Cc1onc(-c2ccccc2)c1C(=O)N1CCC(C)CC1	-12	.
COc1cc(C2NCc3ccccc3-n3cccc32)ccc1O (centres undefined)	-8	-8
Cc1oc(-c2ccc(Cl)cc2)nc1CN1CCCC(C(=O)N2CCN(C(=O)c3ccco3)CC2)C1 (centres undefined)	-9	-9
COCCSc1ccccc1C(=O)Nc1nnc(C)s1	5	25
CCOc1ccccc1Nc1nc2ccccc2[nH]1	-12	-6
Cc1csc(SCc2ccc(C(=O)O)cc2)n1	-8	.
CCn1ncc(Br)c1C(=O)Nc1sc2c(c1C(=O)OC)CCC2	-3	12
Nc1nc(SCC(=O)N2CCCc3ccccc32)[nH]c(=O)c1-c1ccccc1	8	-14
Cn1nc(C(=O)Nc2sccc2C(N)=O)ccc1=O	-3	4
CN(C)C(=O)N1CCCC(C(=O)NCCc2ccccc2)C1 (centres undefined)	6	.
Cc1cc(C)nc(N2CCN(c3nnnn3-c3ccccc3)CC2)n1	-7	1
COc1ccc(C)cc1Cn1c(S(C)(=O)=O)nc2ccccc21	i	-63
CC1CCN(C(=O)COc2ccccc2F)CC1	-6	-12
CC(=O)ON1C(C)(C)Cc2noc(N)c2C1(C)C	-11	.
CS(=O)(=O)N1Cc2ccccc2CC1C(=O)OCC(=O)Nc1ccc2ccccc2c1 (centres undefined)	-8	.
COc1ccc(C2C3=C(CCCC3=O)Nc3nc4ccccc4n32)c(OC)c1OC (centres undefined)	.	-5
O=C(c1ccc(S(=O)(=O)Nc2ccc(F)cc2)cc1)N1CCN(C(=O)c2ccco2)CC1	7	.
Cc1ccccc1C(=O)Nc1ccccc1Sc1ccccc1	-13	.
COc1ccc(-n2c(CCc3ccccc3)nnc2SCC(=O)NCc2ccccc2)cc1	-13	.
Cc1ccc(C(=O)NC(=S)Nc2ccccc2C(F)(F)F)cc1C	-3	.
Cc1c(NC(=O)CN2c3cccc4cccc(c34)S2(=O)=O)c(=O)n(-c2ccccc2)n1C	.	-4
O=[N+]([O-])c1ccc2cn[nH]c2c1	1	.
CCCc1cc(=O)n2[nH]c(NCc3cccs3)nc2n1	-1	0
C=CCn1c(CCC(=O)Nc2ccc(C)c(Cl)c2)nnc1SCC(=O)Nc1ccccc1C	-13	.
COc1ccc(OCC(=O)NNC(=O)c2cccs2)cc1	-4	.
CCC(CC)n1[nH]c(=O)cc1N	-5	0
Cc1cc(C(=O)Nc2c(C)n(C)n(-c3ccccc3)c2=O)c2ccccc2n1	1	.

A run of entries from the list above, as a working copy:
smiles	RmlCD inh mix	RT RNaseH block
c1ccc(-c2nnc(SCc3nc4ccccc4[nH]3)n2Cc2ccco2)cc1	-9	.
Cc1onc(-c2ccccc2)c1C(=O)N1CCC(C)CC1	-12	.
COc1cc(C2NCc3ccccc3-n3cccc32)ccc1O (centres undefined)	-8	-8
Cc1oc(-c2ccc(Cl)cc2)nc1CN1CCCC(C(=O)N2CCN(C(=O)c3ccco3)CC2)C1 (centres undefined)	-9	-9
COCCSc1ccccc1C(=O)Nc1nnc(C)s1	5	25
CCOc1ccccc1Nc1nc2ccccc2[nH]1	-12	-6
Cc1csc(SCc2ccc(C(=O)O)cc2)n1	-8	.
CCn1ncc(Br)c1C(=O)Nc1sc2c(c1C(=O)OC)CCC2	-3	12
Nc1nc(SCC(=O)N2CCCc3ccccc32)[nH]c(=O)c1-c1ccccc1	8	-14
Cn1nc(C(=O)Nc2sccc2C(N)=O)ccc1=O	-3	4
CN(C)C(=O)N1CCCC(C(=O)NCCc2ccccc2)C1 (centres undefined)	6	.
Cc1cc(C)nc(N2CCN(c3nnnn3-c3ccccc3)CC2)n1	-7	1
COc1ccc(C)cc1Cn1c(S(C)(=O)=O)nc2ccccc21	i	-63
CC1CCN(C(=O)COc2ccccc2F)CC1	-6	-12
CC(=O)ON1C(C)(C)Cc2noc(N)c2C1(C)C	-11	.
CS(=O)(=O)N1Cc2ccccc2CC1C(=O)OCC(=O)Nc1ccc2ccccc2c1 (centres undefined)	-8	.
COc1ccc(C2C3=C(CCCC3=O)Nc3nc4ccccc4n32)c(OC)c1OC (centres undefined)	.	-5
O=C(c1ccc(S(=O)(=O)Nc2ccc(F)cc2)cc1)N1CCN(C(=O)c2ccco2)CC1	7	.
Cc1ccccc1C(=O)Nc1ccccc1Sc1ccccc1	-13	.
COc1ccc(-n2c(CCc3ccccc3)nnc2SCC(=O)NCc2ccccc2)cc1	-13	.
Cc1ccc(C(=O)NC(=S)Nc2ccccc2C(F)(F)F)cc1C	-3	.
Cc1c(NC(=O)CN2c3cccc4cccc(c34)S2(=O)=O)c(=O)n(-c2ccccc2)n1C	.	-4
O=[N+]([O-])c1ccc2cn[nH]c2c1	1	.
CCCc1cc(=O)n2[nH]c(NCc3cccs3)nc2n1	-1	0
C=CCn1c(CCC(=O)Nc2ccc(C)c(Cl)c2)nnc1SCC(=O)Nc1ccccc1C	-13	.

(next part)
smiles	RmlCD inh mix	RT RNaseH block
CC(C)(O)C#Cc1ccc(C(=O)NCc2ccccc2)s1	-9	.
c1ccc(CSc2nnnn2-c2cccc3ccccc23)nc1	-8	-6
CCCCn1nnnc1NCc1ccc(OC)c(OC)c1	-3	-11
O=C(O)CCc1ccc(-c2cccs2)o1	-87	89*
C=CCN(CC=C)C(=O)CN1C(=O)c2ccccc2C1=O	-6	1
CC1=NOC2(C)Nc3ncnn3C(c3ccccc3)C12 (centres undefined)	-6	-6
COc1cccc(N2C(=O)C(c3ccccc3)=C(c3nc4ccccc4s3)C2NC(C)=O)c1 (centres undefined)	-2	.
